H9c2 TAG inh = inhibitors of triacylglycerol accumulation, primary screen, cell-based, uHTS, fluorescence, H9c2. H9c2 cells, Nile Red lipid (TAG) fluorescence; cells loaded with 200 µM oleic acid. inhibition, % at 12.5 µM. 0.66% of 230,000 active;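 active = pattern-corrected inhibition of lipid staining of at least 50% with the nuclear-stain viability signal not falling by more than 50%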;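 note: 0% = DMSO wells and 100% = triacsin C control wells; some results filed as inactive read as strong as hits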
H9c2 TAG inh DAPI viability = second read-out of H9c2 TAG inh, no call of its own (marks repeat the call); DAPI nuclei signal change (viability), lower = more cytotoxic, %;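 whole-well DAPI fluorescence read on a plate reader as a viability signal; minus 50 percent equals half of cells still viable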
* marks the source's active call; other numbers are inactive results.

SMILES	H9c2 TAG inh	H9c2 TAG inh DAPI viability
Cc1ccc(/C=C/C2=NN(Cc3ccccc3Cl)C(=O)CC2)cc1	-17	6
O=C(NNC(=O)C1CCC(C(=O)NNC(=O)c2cccs2)CC1)c1cccs1 (configuration not stated)	10	-4
O=C(NN1CC(=O)N(c2cc(Cl)cc(Cl)c2)CC1=O)c1cccs1	-5	3
CC1(C)CC2CC(C)(CN2S(=O)(=O)c2cccc(C(=O)O)c2)C1 (configuration not stated)	9	-5
COc1ccc(C2=NN(Cc3c(F)cccc3Cl)C(=O)CC2)cc1	-18	5
CCOc1cc(/C=C(\C#N)C(=O)Nc2ccccc2C(=O)O)ccc1OC(=O)c1ccc(C)cc1	0	4
COc1ccc2c(c1)c1ccccc1n2C	-2	4
C[C@H](CO)N1C[C@H](C)[C@@H](CN(C)C(=O)Nc2ccc(C(F)(F)F)cc2)Oc2c(NC(=O)c3ccncc3)cccc2C1=O	18	-1
CCOC(=O)[C@H]1[C@H]2COc3cc(OC)ccc3[C@@H]2N2C(=O)c3ccc(C)cc3NC(=O)[C@@]12C	4	-14
CC(C)(C)C(=O)c1cnc(Nc2ccccc2Cl)s1	4	-15
COc1ccc2ccc3c(c2c1)N=C[C@]1(O3)N(C)c2ccccc2C1(C)C	-58	2
Cc1cccnc1CCNC(=O)C1CCC(=O)N(Cc2cccc(F)c2)C1 (configuration not stated)	11	3
O=C(C[n+]1ccccc1)Nc1ccccc1	10	10
CCN(CC)CCNC(=O)CS(=O)Cc1nc(-c2ccc(Cl)cc2)oc1C (configuration not stated)	26	-2
CCNC(=O)NC(=O)COC(=O)CCCSc1nc2ccccc2[nH]1	2	3
Cc1ccc(S(=O)(=O)N(C)c2ccc(C(=O)NCC(c3ccco3)N(C)C)cc2)cc1 (configuration not stated)	-17	-4
O=C1OC(/C(=C\Nc2ccccc2)[N+](=O)[O-])c2ccccc21 (configuration not stated)	12	3
CCOc1cc(CNCCO)cc(Br)c1OCc1ccc(Cl)cc1Cl	7	5
O=C(COc1ncnc2sccc12)N1CCN(C(=O)c2ccco2)CC1	-9	9
COc1cc2ncnc(NCc3ccccc3Cl)c2cc1OC	2	12
CC(=O)Nc1ccc(C(=O)N2CCCCC2c2cc(C(=O)Nc3ccccc3Cl)no2)cc1 (configuration not stated)	14	-20
N#C/C(=C\c1ccc(O)c(O)c1)C(=O)c1ccc(O)c(O)c1	15	-9
Cc1ccc(C(NC(=O)N2CCCC2)C(Cl)Cl)cc1F (configuration not stated)	3	-3
Cc1ccc(C)c(NC(=O)c2ccc(S(=O)(=O)N(C)CC3CCCO3)cc2)c1 (configuration not stated)	-3	5
N/C(=N\OC(=O)Cc1ccc(Cl)cc1)c1ccncc1	0	-1

Among those listed so far, five have an aryl methoxy group:
SMILES	H9c2 TAG inh	H9c2 TAG inh DAPI viability
COc1ccc(C2=NN(Cc3c(F)cccc3Cl)C(=O)CC2)cc1	-18	5
COc1ccc2c(c1)c1ccccc1n2C	-2	4
CCOC(=O)[C@H]1[C@H]2COc3cc(OC)ccc3[C@@H]2N2C(=O)c3ccc(C)cc3NC(=O)[C@@]12C	4	-14
COc1ccc2ccc3c(c2c1)N=C[C@]1(O3)N(C)c2ccccc2C1(C)C	-58	2
COc1cc2ncnc(NCc3ccccc3Cl)c2cc1OC	2	12

Next results
SMILES	H9c2 TAG inh	H9c2 TAG inh DAPI viability
CCc1cc(-c2n[nH]c(C)c2-c2nc3ccccc3s2)c(O)cc1OCC(=O)NN	-3	-2
CCCCNC(=O)c1cnc(Cc2c[nH]c3ccccc23)c(I)c1	65*	-44*
Cc1nc2cc(C(=O)O)ccc2n1-c1ccc(F)cc1F	4	-1
Cc1ccc(SCC(=O)NC2CCS(=O)(=O)C2)cc1C (configuration not stated)	-11	9
CCc1ccc(NC(=O)c2sccc2-n2cccc2)cc1	-10	-9
O=C(c1ccccc1)N1CCN(S(=O)(=O)c2cccs2)CC1	-19	4
CCn1c(C)c(CCC(=O)O)c(=O)n2nc(-c3ccccc3OC)cc12	11	-10
O=C(NNC(=O)c1sccc1-n1cccc1)c1cccc(Cl)c1	-18	4
CC1(C)OC2CC3C4CC=C5CC(O)CCC5(C)C4CCC3(C)C2(C(=O)CO)O1 (configuration not stated)	-1	1
Cc1cc(C(=O)N/N=C/c2c(C)nn(-c3ccccc3)c2Cl)n[nH]1	-6	3
Cc1cccn2c(=O)c3cc(C(N)=S)c(=N)n(CCCOC(C)C)c3nc12	45	22
CC(C)[C@@H](C(=O)N1CCN(C(=O)OC(C)(C)C)CC1)n1cc(CCO)nn1	-5	2
CC1(C(=O)NS(=O)(=O)c2cccs2)CCN1C(=O)c1cccc(F)c1 (configuration not stated)	3	5
O=C(NNc1nc2c(F)cc(F)cc2s1)C1=COCCO1	8	-2
Cc1oc(-c2ccc(Cl)cc2)nc1CN1CCC(C(=O)N2CCc3ccccc3C2)CC1	-32	8
Cc1ccc(C2CC(c3ccccc3Cl)n3nc(N)nc3N2)cc1 (configuration not stated)	-4	7
CCN1CCN(C(=O)c2ccc(Cn3c(=O)[nH]c4cc(OC)c(OC)cc4c3=O)cc2)CC1	-15	-4
O=C(Nc1ccc2c(c1)OCO2)c1cc(C2CCCCN2C(=O)CCc2ccccc2)on1 (configuration not stated)	-4	-1
CCn1cc(C(=O)N2CCN(Cc3ccc4c(c3)OCO4)CC2)c2cc(OC)c(OC)cc2c1=O	-3	-2
Cc1cc(C)cc(NC(=O)Cn2c(=O)oc3cc(S(=O)(=O)N4CC(C)CC(C)C4)ccc32)c1 (configuration not stated)	0	-3
CN1CCCC(CC2c3ccccc3Sc3ccccc32)C1 (configuration not stated)	77	-51
COc1ccc(OC)c(N2C(=O)CC(NNC(=O)c3ccc4c(c3)OCO4)C2=O)c1 (configuration not stated)	6	-8
O=C(COC(=O)c1ccc(Cl)cc1O)NCCN1C(=O)CSC1=O	11	-6
O=C(N/N=C\c1cc(Br)cs1)c1ccncc1	-9	3
CCCCn1c(N)c(N(CC(C)C)C(=O)CN(C)S(=O)(=O)c2ccc(NC(C)=O)cc2)c(=O)[nH]c1=O	-29	9

Full records as entered above. Values in the order: H9c2 TAG inh	H9c2 TAG inh DAPI viability
`O=C(COC(=O)c1ccc(Cl)cc1O)NCCN1C(=O)CSC1=O` in the list: 11	-6
`Cc1cc(C(=O)N/N=C/c2c(C)nn(-c3ccccc3)c2Cl)n[nH]1` in the list: -6	3

(next part)
SMILES	H9c2 TAG inh	H9c2 TAG inh DAPI viability
Cc1cc(C)c2nc(N3CCN(C(=O)c4cccs4)CC3)sc2c1	-16	7
COC(=O)C(CC(C)C)NC(=O)c1ccc([N+](=O)[O-])c(C)c1 (configuration not stated)	-2	-1
CCOC(=O)c1ccc(NC(=O)CN2CCN(C(=O)c3ccco3)CC2)cc1	-14	-3
CCCCn1c(N)c(N(CCC(C)C)C(=O)C2CC(=O)N(c3ccc4c(c3)OCCO4)C2)c(=O)[nH]c1=O (configuration not stated)	-10	6
N/C(=N/O)c1nc(N2CCCC2)nc(N2CCCC2)n1	9	-2
c1ccc(-c2cc3c(N4CCN(c5ncccn5)CC4)ncnc3s2)cc1	4	12
O=C(O)c1ccc(OC(F)(F)C(F)C(F)(F)F)cc1 (configuration not stated)	15	-6
Cc1cc2cc(CN(C(=O)C3CC3)C3CCCC3)c3nnnn3c2cc1C	12	11
CCCS(=O)(=O)N1CCN(C(=O)COc2ccc(-c3ccccc3)cc2)CC1	15	-12
CC(C)CN(C(=O)COC(=O)c1ccc(-c2ccccc2)cc1)C1CCS(=O)(=O)C1 (configuration not stated)	-2	0
Cc1ccc(Oc2ncccc2C(=O)NCC(=O)O)cc1	14	-16
O=C(CN1CCSC1=O)N1CCN(S(=O)(=O)c2ccc(F)cc2)CC1	-4	0
CCn1c(=O)c(-[n+]2ccccc2)c(O)c2ccccc21	-1	2
C[N+](C)(C)CC(O)CC(=O)O (configuration not stated)	6	2
CCCC(=O)C1=C(O)C(C(=O)OC)C(C)(C)CC1=Nc1cccc2ccccc12 (configuration not stated)	-10	2
O=C1NC(=O)C(=Cc2ccccc2[N+](=O)[O-])S1	22	2
CCCCOc1ccc(C(=O)NCC(=O)OCCCOC(=O)CNC(=O)c2ccc(OCCCC)cc2)cc1	2	7
Cn1cccc1Cc1nnc(SCC(=O)N2CCCCCC2)n1-c1ccc(F)cc1	1	-3
CN(C(=O)COc1cccc(C#N)c1)C1CCS(=O)(=O)C1 (configuration not stated)	16	-2
Cc1cccc(-n2c(SCC(=O)N3CCCC3)nnc2-c2ccccn2)c1C	-26	-7
CCCCC(=O)OCC(=O)C1(O)Cc2c(O)c3c(c(O)c2C(OC2CC(NC(=O)C(F)(F)F)C(O)C(C)O2)C1)C(=O)c1c(OC)cccc1C3=O (configuration not stated)	68	-87
COC(=O)c1ccc(Cn2c(CN3CCOCC3)nc3ccccc3c2=O)o1	2	0
COc1ccccc1-n1cc(-c2ccc([N+](=O)[O-])cc2)[nH]c1=S	19	-11
CCOC(=O)C1OC2(CCCC2)OC1C(=O)OCC (configuration not stated)	-7	14
CC1(C)Cc2c(sc3ncn(N)c(=N)c23)CO1	8	-1

Additional records follow.
SMILES	H9c2 TAG inh	H9c2 TAG inh DAPI viability
Cn1c(N)c(C(=O)CSc2nnc(C3CC3)n2-c2ccccc2)c(=O)[nH]c1=O	-7	3
COc1ccc(OCc2cc(C(=O)NCC(C)(C)N3CCOCC3)no2)c(Cl)c1	6	10
COCCN(C(=O)c1ccccc1F)c1c(N)n(Cc2ccccc2)c(=O)[nH]c1=O	0	3
Cc1cccn2c(=O)c3cc(C(=O)N4CCOCC4)n(C)c3nc12	17	0
O=C1NC(=O)/C(=C/c2ccc(OS(=O)(=O)c3ccc(F)cc3F)cc2)N1	-27	22
CC(C)Oc1ccc(C(=O)Nc2ccc(S(=O)(=O)N3CCN(C)CC3)cc2)cc1	6	5
O=C(CSc1nnc(CNC(=O)c2ccccc2F)o1)Nc1ccc2c(c1)OCCO2	-7	1
Cc1ccccc1-c1nc2c(s1)CCc1onc(-c3cccc([N+](=O)[O-])c3)c1-2	19	-4
CC(=O)c1ccc(OCC(O)CN2CCN(Cc3ccccc3)CC2)cc1 (configuration not stated)	-1	7
O=S(=O)(c1ccc(NC(=S)Nc2ccc3c(c2)OCO3)cc1)N1CCOCC1	5	-7
O=[N+]([O-])c1ccc(-c2csc(N/N=C/c3cccnc3)n2)cc1	13	0
C/C(=N/NC(=O)CNC(=O)c1cccnc1)c1ccco1	5	6
C[C@@H]1CN([C@@H](C)CO)C(=O)CCCn2nncc2CO[C@H]1CN(C)S(=O)(=O)c1ccccc1F	-6	5
CCOC(=O)/C=C1\SCC(=O)N1CC(=O)NCCc1ccc(F)cc1	0	16
CCN(CC(=O)Nc1ccccc1C(F)(F)F)C(=O)CCc1nc2sc3c(c2c(=O)[nH]1)CCCC3	10	-5
COc1ccc(NC(=O)c2nc(C)n(-c3ccc([N+](=O)[O-])cc3)n2)cc1	13	-11
COc1cc2[nH]c(=O)n(CCC(=O)NCc3cccnc3)c(=O)c2cc1OC	9	-8
CCCOC(=O)c1ccc(Oc2cn[nH]c2-c2ccc(O)cc2O)cc1	-7	-12
COc1ccc(CCNC(=O)NC2CCCCC2)cc1	22	-2
FC(F)c1nc2nc(Cl)c(Cl)nc2[nH]1	-1	7
O=C(c1ccc(Cn2c(=S)[nH]c3ccc(N4CCOCC4)cc3c2=O)cc1)N1CCC(N2CCCCC2)CC1	11	13
Cc1cccc(NC(=O)c2cc3ccccc3c(=O)o2)n1	1	-1
O=C(Nc1ccc(NC(=O)c2ccco2)c(Cl)c1)c1ccccc1	14	1
CCCC(=O)NC(c1ccc(Cl)cc1)c1ccc2cccnc2c1O (configuration not stated)	63	-54
CN(CC(=O)N1CCN(Cc2ccccc2)CC1)S(=O)(=O)c1cccc2nsnc12	-2	7

In a second layout: entries from further up
canonical_smiles,H9c2 TAG inh,H9c2 TAG inh DAPI viability
O=C(NNC(=O)C1CCC(C(=O)NNC(=O)c2cccs2)CC1)c1cccs1 (configuration not stated),10,-4
O=C(NN1CC(=O)N(c2cc(Cl)cc(Cl)c2)CC1=O)c1cccs1,-5,3
CC1(C)CC2CC(C)(CN2S(=O)(=O)c2cccc(C(=O)O)c2)C1 (configuration not stated),9,-5
COc1ccc(C2=NN(Cc3c(F)cccc3Cl)C(=O)CC2)cc1,-18,5

Next section:
SMILES	H9c2 TAG inh	H9c2 TAG inh DAPI viability
S=C(NCc1ccccc1)Nc1ccncc1	7	-4
CCOC(=O)CN1N=C(/C=C/c2ccc(C(C)C)cc2)CCC1=O	-4	0
O=C(Nc1ccc(S(=O)(=O)N2CCCC2)cc1)c1cncc(Br)c1	6	-4
O=C(NN1C(=O)C2C3C=CC(C4CC34)C2C1=O)c1ccc(Br)cc1 (configuration not stated)	9	-5
CC(=O)c1ccc(NC(=O)Nc2ccncc2)cc1	-4	4
COc1ccc(CN(C)C(=O)c2ccncc2)c(OC)c1	-2	-2
CCc1nc2c(OCc3ccc(C(F)(F)F)cc3)cccn2c1N(C)C(=O)c1ccncc1	8	-21
Cc1ccc(Cn2c(CCNc3nc(-c4ccc(C)cc4)cs3)nc3cc(C(=O)NCCCO)ccc32)cc1	7	6
CCOC(=O)c1cccc(NC(=O)C(NS(=O)(=O)c2ccc3c(c2)CCN3C(C)=O)C(C)C)c1 (configuration not stated)	-2	9
N#C/C(=C(/O)COc1ccccc1)c1nnc2n1CCCCC2	6	-8
Nc1ccc(C(=O)N2CCN(S(=O)(=O)c3ccc4c(c3)OCCO4)CC2)cc1[N+](=O)[O-]	-5	6
CC(Sc1ncccn1)C(=O)NNC(=O)c1cccc(Cl)c1 (configuration not stated)	-1	5
Brc1ccccc1/C=N/Nc1ccccn1	7	-7
Cn1c(NCc2ccc3occc3c2)nc2cc(-c3cccc(C(F)(F)F)c3)sc2c1=O	27	-5
C[C@@H]1CN([C@@H](C)CO)C(=O)c2cccc(NS(C)(=O)=O)c2O[C@H]1CN(C)C(=O)Nc1ccc(F)cc1	-1	0
CCCCCCC[C@@H](C/C=C/CCC(=O)N(C)C/C(=C/Cl)C/C(=C\C(=O)N1C[C@H](O)CC1=O)OC)OC	-12	1

Assay outcomes: PubChem, Sanford-Burnham Center for Chemical Genomics

A portion of the library. The share of hits here may be higher or lower than overall.
